Compound activity (PubChem BioAssay)
DAX1 inh-1: inhibitors of DAX1 repression of SF-1 activated StAR promoter; 1.1% of 370,000 active; AID 652010; inhibition, % at 6.8 µM; HEK293T StAR-luciferase reporter, SF-1/DAX-1 repression relief;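 active means inhibition above the mean over all tested compounds plus 3 SD, cut at about 3.6% in these data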;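 further: 0% = DAX-1 cells with DMSO and 100% = cells lacking DAX-1 with DMSO; higher inhibition means more luminescence from relief of DAX-1 repression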
ADAM10 inh: inhibits human ADAM10. AID 720582. recombinant ADAM10, EDANS/DABCYL FRET peptide cleavage, 3 h. O14672. inhibition, % at 7 µM. 0.62% of 370,000 active;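 active means inhibition above a per-campaign cutoff equal to the mean of compounds falling between control-based bounds plus 3 SD, cut at about 20% in these data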;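 further: 0% = DMSO wells while the 100% control is not disclosed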
Target sequence (O14672 214-748 limits assumed): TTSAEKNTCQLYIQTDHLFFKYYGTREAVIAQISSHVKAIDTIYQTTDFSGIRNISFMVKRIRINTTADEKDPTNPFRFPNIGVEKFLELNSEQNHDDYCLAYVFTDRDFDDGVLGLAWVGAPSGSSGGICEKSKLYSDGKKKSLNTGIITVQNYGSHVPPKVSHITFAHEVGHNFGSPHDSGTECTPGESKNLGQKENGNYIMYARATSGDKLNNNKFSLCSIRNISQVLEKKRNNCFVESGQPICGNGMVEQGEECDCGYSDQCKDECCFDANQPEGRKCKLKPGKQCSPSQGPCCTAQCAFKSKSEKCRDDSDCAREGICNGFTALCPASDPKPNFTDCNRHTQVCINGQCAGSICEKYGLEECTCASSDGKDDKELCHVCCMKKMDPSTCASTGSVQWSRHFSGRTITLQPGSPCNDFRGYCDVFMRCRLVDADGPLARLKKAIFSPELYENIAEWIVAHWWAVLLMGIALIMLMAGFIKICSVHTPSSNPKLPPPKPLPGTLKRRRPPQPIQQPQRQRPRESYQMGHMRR
GC-B act: GC-B (human) receptor activation. P20594. HEK293-GC-B cells, CNP EC30, cGMP TR-FRET; 0% at EC30 CNP, 100% saturating CNP. activation, % at 10 µM. 0.11% of 370,000 active. AID 1920062;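 active means activation at 10 µM reaching about 35% in either raw or pattern-adjusted values, limit read from the data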
DAX1 inh-2: NR0B1 (DAX1) inhibition | 0.99% of 340,000 active | AID 504766 | inhibition, % at 6.75 µM | HEK293 Gal4-DAX1 luciferase reporter, luminescence;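 active means inhibition above the mean over all tested compounds plus 3 SD, cut at about 4.2% in these data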;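 further: 0% = DAX1-transfected cells with DMSO and 100% = empty-vector control cells with DMSO; inhibition shows as a rise in luminescence from relieved DAX1 repression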
NPR1 activator: GC-A (human) enzyme activation; AID 1671463; 0.14% of 370,000 active; activation, % at 10 µM; HEK293 GC-A cells, cGMP TR-FRET, EC30 ANP; 0% at EC30 ANP, 100% saturating ANP; in the data active means activation above about 40%
sPLA2-III inh: Inhibits HGIII-sPLA2 liposome hydrolysis, primary screen; Q9NZ20; 0.56% of 370,000 active; inhibition, % at 12.2 µM; QFRET BODIPY PC-A2 liposome hydrolysis, fluorescence;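 active means inhibition above mean plus 3 SD of compounds lying within the high and low control bounds, cut at about 19% in these data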;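 further: 0% = median of test compound wells and 100% = no enzyme DMSO wells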
Target sequence (Q9NZ20 whole entry, looked up): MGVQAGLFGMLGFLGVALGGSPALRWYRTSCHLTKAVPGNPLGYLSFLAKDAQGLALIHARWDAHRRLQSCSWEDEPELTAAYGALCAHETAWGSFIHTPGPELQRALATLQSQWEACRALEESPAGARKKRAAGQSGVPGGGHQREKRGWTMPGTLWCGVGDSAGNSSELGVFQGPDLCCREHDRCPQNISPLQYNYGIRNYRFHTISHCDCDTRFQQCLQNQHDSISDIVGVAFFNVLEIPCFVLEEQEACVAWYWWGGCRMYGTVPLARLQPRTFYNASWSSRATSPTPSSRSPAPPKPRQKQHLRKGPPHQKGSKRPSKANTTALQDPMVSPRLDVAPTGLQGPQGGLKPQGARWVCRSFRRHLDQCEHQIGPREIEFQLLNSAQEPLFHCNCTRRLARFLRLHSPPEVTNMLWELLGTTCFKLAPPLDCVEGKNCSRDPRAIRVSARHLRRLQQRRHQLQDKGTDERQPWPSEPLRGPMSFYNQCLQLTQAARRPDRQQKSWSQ
SMARCA2 activ: SMARCA2 function activation, primary screen; activation, % at 9.1 µM; 1% of 370,000 active; AID 652017; MG213 cells, MMTV-luciferase reporter, dexamethasone, overnight; in the data active means activation above about 7.8%;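 further: 0% = vehicle wells and 100% = reference activator wells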
hgDAF-12 ag: hgDAF-12 agonism, primary luciferase screen. HEK293 GAL4-hgDAF12 UAS-luciferase reporter, agonist luminescence; normalized to butyrate control. activation, % at 6.8 µM. AID 687014. 1.8% of 370,000 active;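 active means activation above a cutoff set at the mean of all screened compounds plus 3 SD, cut at about 10% in these data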;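 further: 0% = DMSO wells and 100% = sodium butyrate wells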
GAA850 FXN act: increases GAA850 frataxin promoter reporter activity. HEK293 lucGAA850 FXN promoter luciferase reporter, 24 h; percent of 10 µM SAHA response. activation, % at 6 µM. 0.56% of 360,000 active. AID 540364;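 active means activation above the average of all compounds screened plus 3 SD, cutoff fixed separately per campaign, cut at about 7.5% in these data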;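 further: 0% = DMSO wells and 100% = 10 µM SAHA wells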
hcDAF12 agonist: activators of H. contortus DAF-12 nuclear receptor | HEK293 hcDAF-12 lit1-tk-luc reporter, luminescence; 0% DMSO, 100% Δ7-dafachronic acid | activation, % at 6.8 µM | 1.4% of 370,000 active | AID 652067;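 active means activation above the mean of all tested compounds plus 3 SD, cut at about 5.5% in these data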;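 further: 100% = response to 3 µM Δ7-dafachronic acid high control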
ssDAF12 agonist: S. stercoralis DAF-12 activation, primary screen | HEK293 ssDAF-12/GRIP1 lit1-tk-luc reporter, luminescence; % of 3 µM dafachronic acid response | activation, % at 6.8 µM | 1% of 370,000 active;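 active means activation above the mean over all tested compounds plus 3 SD, cut at about 0.9% in these data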;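 further: 0% = DMSO-only wells and 100% = 3 µM delta7-dafachronic acid wells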
* = called active by the depositor; i = inactive; nt = no result given.

SMILES	DAX1 inh-1	ADAM10 inh	GC-B act	DAX1 inh-2	NPR1 activator	sPLA2-III inh	SMARCA2 activ	hgDAF-12 ag	GAA850 FXN act	hcDAF12 agonist	ssDAF12 agonist
COc1cccc(CN2CCNC(=O)C2CC(=O)NC2CCCC2)c1OC (configuration not stated)	-0.9	-15	2	-0.7	0	-1	-1	0.5	2.6	-1.2	-1.3
O=C(CCc1nnc2ccc(N3CCC4(CC3)OCCO4)nn12)N1CCCCC1	-0.8	-5	-3	0.2	-1	-2	2	0.1	0.0	-1.3	-1.3
CC(C)(C)c1ccc(/C=C/C(=O)NCCCN2CCOCC2)cc1	-0.2	12	-5	-1.6	1	-4	-5	-6.8	-1.9	-2.3	-2.0
COc1ccc(C2=NN(c3ccccc3)C(c3cn(CCC(=O)O)nc3-c3ccccc3)C2)cc1 (configuration not stated)	0.1	i	-2	0.2	2	-31	1	0.5	3.3	2.2	-1.2
Cc1nn(C)c(C)c1CNC(=O)c1nn2c(c1Cl)NC(c1cccs1)CC2C(F)(F)F (configuration not stated)	-2.6	0	-3	-3.3	-2	-8	-3	-6.7	-4.6	-4.9	-2.3
C(=N\Nc1nc(Nc2ccccc2)nc(Nc2ccccc2)n1)/c1cccnc1	-1.5	11	-1	-0.8	-7	2	-4	1.2	-4.9	1.7	-1.0
CC(NCc1cccs1)C(=O)NC1CCCCC1 (configuration not stated)	0.2	-9	-1	3.9	1	7	-3	-0.4	1.4	1.1	-1.4
CCOC(=O)C1CCN(C(=O)COC(=O)c2cccc(F)c2)CC1	0.1	-3	-3	-0.1	3	5	3	8.2	1.6	2.7	-1.1
Nc1nnc(-c2cccnc2)s1	-0.2	-14	2	0.3	4	3	-3	3.4	-0.3	-0.6	-1.0
O=C(CNC(=O)c1cccs1)OCC(=O)c1ccccc1	-0.3	5	1	-0.3	0	-7	-1	1.8	-0.1	-1.2	-1.2
Cc1ccc(CNC(=O)C2CCCN(S(=O)(=O)N3CCC(C)CC3)C2)cc1 (configuration not stated)	-0.1	3	1	-0.4	5	5	-3	-1.4	0.9	3.2	-0.4
COc1cccc(C(=O)N(Cc2cccs2)C2CCS(=O)(=O)C2)c1 (configuration not stated)	-0.6	1	-6	0.7	-4	15	-2	-1.9	-0.4	1.2	-0.7
Cn1nc(C(F)(F)F)c(-c2ccccc2)c1NC(=O)CCC(=O)O	-0.4	-3	5	nt	2	-2	0	1.6	0.5	-0.4	-1.1
S=c1c2c(nc3nc[nH]n13)CCC2	-0.3	-6	4	-0.1	0	1	1	0.6	1.1	0.0	-0.9
O=C(CC1CCCC1)N1CC[C@H]2[C@H](CCCN2Cc2cc(F)cc(F)c2)C1	0.4	7	5	nt	1	-3	-1	0.2	nt	-0.8	-1.2

Brought forward from above: three entries, followed by the next part.
SMILES	DAX1 inh-1	ADAM10 inh	GC-B act	DAX1 inh-2	NPR1 activator	sPLA2-III inh	SMARCA2 activ	hgDAF-12 ag	GAA850 FXN act	hcDAF12 agonist	ssDAF12 agonist
Cn1nc(C(F)(F)F)c(-c2ccccc2)c1NC(=O)CCC(=O)O	-0.4	-3	5	nt	2	-2	0	1.6	0.5	-0.4	-1.1
S=c1c2c(nc3nc[nH]n13)CCC2	-0.3	-6	4	-0.1	0	1	1	0.6	1.1	0.0	-0.9
O=C(CC1CCCC1)N1CC[C@H]2[C@H](CCCN2Cc2cc(F)cc(F)c2)C1	0.4	7	5	nt	1	-3	-1	0.2	nt	-0.8	-1.2
CSc1nsc(SC)c1NC(=O)OC1CCCCC1	-0.8	-2	-5	-0.5	-1	3	-7	-1.9	0.8	0.2	-0.8
Fc1ccc(CNC2CCN(Cc3ccccc3)CC2)cc1	0.7	-1	1	2.3	-2	15	-2	3.8	-0.6	-1.1	-0.2
O=C(Nc1ccc2c(c1)OCCO2)c1cccnc1Oc1ccccc1	-0.6	-2	-4	-1.2	-6	-6	-1	1.0	-0.9	4.4	-0.7
CCCS(=O)(=O)C(=C1Nc2ccccc2N1)S(=O)(=O)CCC	-0.6	-4	-3	0.6	2	2	-2	-1.1	-0.1	-1.3	-0.8
CC(NS(=O)(=O)c1ccc(Cl)cc1)C(=O)NCCC1=CCCCC1 (configuration not stated)	-0.2	3	1	0.1	4	-9	-3	-3.0	2.1	-1.4	-1.8
CCCCCCC1/C(=N/O)CCC1C(=O)OC (configuration not stated)	-0.1	-3	-4	-0.2	0	-6	1	0.3	2.3	-2.2	-0.9
COc1ccc(C(C#N)c2nc3ccccc3nc2Cl)cc1 (configuration not stated)	-0.2	1	6	-1.8	4	2	0	-1.1	-2.4	-2.1	-0.7
COCCCn1c(=O)/c(=C/c2ccccc2OC(C)C)s/c1=C(\C#N)C(=O)Nc1ccc(C(=O)O)cc1	0.5	-4	-1	1.3	-6	-6	4	2.7	-1.0	-1.2	-1.0
CC(/C=N/n1c(-c2cccnc2)n[nH]c1=S)=C\c1ccccc1	0.9	0	-8	4.1	2	2	0	0.5	0.5	-1.1	-0.7
Cc1ccc(S(=O)(=O)N2CCN(C)CC2c2ccccc2)cc1 (configuration not stated)	-0.3	-18	-2	-0.8	1	13	-2	-0.3	1.9	0.9	-0.2
CN(C)c1ccc(N=Nc2ccccc2Br)cc1	3.0	7	-8	0.2	3	17	6	12*	1.4	20*	1.6*
CN(/N=C/c1ccc(Cl)cc1Cl)c1ncc(Cl)cc1C(F)(F)F	0.1	6	10	1.6	3	4	-4	-0.4	-0.4	0.9	-1.2
CCN(CC(=O)Nc1c(F)cccc1F)C(=O)c1nc2nc(C)cc(C)n2n1	1.7	-9	0	0.7	1	3	-1	1.6	1.6	-0.3	-1.0
Cc1cc(Cl)ccc1OCC(=O)Nc1ccccc1NS(=O)(=O)c1cccs1	0.0	5	-1	-0.6	5	-13	-4	3.7	1.5	-1.6	-1.3
O=C(NN=C1CCCCCCCCCCC1)c1ccncc1	-0.1	-20	4	0.1	1	19	-3	4.2	0.0	1.9	-0.9
CC(=O)c1cn(CC(=O)Nc2ccccc2)c2ccccc12	-2.8	-2	1	-2.4	0	-10	-5	-7.3	-1.6	-3.3	-2.2
Cc1cc(-c2ccco2)n2c(nc3ccccc32)c1C#N	-1.1	-10	-19	-0.7	-22	-7	0	-0.4	-2.0	-1.3	-0.9
COc1ccc(NC(=O)Cn2nnc(-c3ccccc3F)n2)cc1Cl	-0.2	10	-2	0.3	-4	2	0	-1.6	-0.7	-2.8	-1.1
C=CCC[C@@H](Cc1ccc(F)cc1)C(=O)OC[C@H](Cc1c[nH]c2ccccc12)NC(=O)[C@H](CC=C)CC(=O)NCCO	-0.2	22*	-7	-0.1	-1	-98	-1	-1.7	-2.6	-1.0	-1.4
CC(=O)Nc1ccc(-c2ccnc3c2CC(C(=O)NCCC(F)(F)F)O3)cc1 (configuration not stated)	2.4	-1	-1	nt	0	0	1	4.7	-3.1	0.0	-0.9
Cc1cccc(C)c1NC(=O)C(c1cc2ccccc2o1)N1CCC(c2ccccc2)CC1 (configuration not stated)	1.4	-2	-1	nt	1	-1	-5	-1.6	nt	0.7	-1.1
COc1ccccc1C(=O)Nc1nc2ccccc2s1	-2.1	-34	-9	-8.6	-1	-4	-8	-17	-12	-7.4	-3.5
O=C(c1ccccc1Oc1ccc(C(F)(F)F)cc1[N+](=O)[O-])N1CCOCC1	-0.2	-9	-5	0.2	1	3	-3	-2.2	1.2	1.7	-0.9
N#Cc1cc2c(nc1SCC(O)CS(=O)(=O)Cc1ccccc1)CCCC2 (configuration not stated)	-1.3	3	-12	0.4	-5	-17	0	-1.1	-0.7	-1.5	-1.9
CC(=O)Nc1ccc(C(=O)OCC(=O)N(C)C2CCCCC2)cc1	-0.1	1	3	0.4	-2	0	1	-0.2	-1.4	-1.3	-1.8
CCCN1CCN(CCCNC(=O)C(CC)n2nc(C)n3c(cc4occc43)c2=O)CC1 (configuration not stated)	2.0	-10	1	0.5	-3	4	1	3.0	0.1	3.7	-1.1
C[C@H](CO)N1C[C@H](C)[C@H](CN(C)C(=O)Nc2ccc(F)cc2)OCc2cnnn2CCCC1=O	0.8	-10	1	1.4	0	7	-3	-2.5	-1.0	-2.4	-1.1
O=C(Nc1ccc(Br)cn1)c1cccc(-c2cc3ccccc3oc2=O)c1	1.0	-183	-1	-0.8	5	-4	3	8.5	9.4*	2.5	-0.7
NC(N)=N/N=C(\N=Nc1ccccc1)c1ccc(Cl)cc1	1.8	4	-9	0.4	-14	27*	0	8.0	-0.8	0.9	-0.5
CC(C)CN1CCC1(C)C(=O)Nc1cc(-c2ccccc2)nn1C (configuration not stated)	-0.2	-3	2	nt	4	-9	1	0.6	0.4	-2.5	-1.1
O=C(NCCc1ccncc1)C12CC3CC(CC(C3)C1)C2	-0.8	-1	3	0.5	4	-1	5	1.1	1.0	-0.7	-1.4
CCN(c1ccc(OC)cc1)S(=O)(=O)c1cc(-c2cc(C)no2)ccc1C(C)C	-3.0	12	0	-0.9	-6	-4	0	-0.9	-0.5	-3.9	-1.8
COc1cc(-c2ccc3sc(-c4ccsc4)c(C#CCO)c3c2)cc(OC)c1OC	-1.6	-81	5	-3.6	6	-5	-2	-3.6	-1.4	-3.5	-1.6
COCCCN1C(=O)[C@H](CC(=O)N2CCN(C(=O)C3CC3)CC2)[C@]2(C(=O)OC)CCCCC=C12	0.3	1	8	nt	-1	4	-3	1.0	nt	-2.1	-1.3
Cc1ccc(-n2cc(CN(C)Cc3nccn3C)c(-c3ccc(F)cc3)n2)cc1	-0.7	5	-7	0.6	-4	-9	0	-6.5	2.4	-1.8	-1.8
CC(C)OC(=O)CSc1nnc(CNc2nc(-c3ccccc3)cs2)n1C	-0.7	-1	0	0.1	1	-2	-1	2.2	-0.5	0.2	-1.4
O=S(=O)(NNc1ncc(C(F)(F)F)cc1Cl)c1ccccc1	-1.2	-3	4	0.5	-3	6	4	1.5	2.3	1.9	-0.9
Cc1cc(OCC(=O)Nc2ccc3oc(-c4ccncc4)nc3c2)ccc1Cl	0.2	-10	-9	0.7	-5	7	4	1.0	-1.1	-0.8	-0.9
O=C(NCc1ccccc1)C(c1cccnc1)N(C(=O)c1csnn1)c1ccc(F)cc1 (configuration not stated)	0.1	5	5	-1.4	2	-3	2	-0.7	-0.3	-0.6	-0.9
CCn1c(CCNC(=O)c2ccc(Cl)c(Cl)c2)nnc1SCCOc1ccc(OC)cc1	-1.1	-6	0	0.2	-3	-4	-3	1.5	-3.5	-1.4	-1.6
C[C@H](CO)N1C[C@H](C)[C@@H](CN(C)C(=O)Nc2ccc(C(C)(C)C)cc2)OCc2cnnn2CCCC1=O	1.0	-2	-6	2.1	7	0	4	-0.2	1.5	-1.0	-1.4
Cc1ccn2c(=O)nc(SCC(=O)NCc3ccco3)nc2c1	-0.8	-20	-3	0.1	1	6	0	2.1	-1.8	0.1	-1.0
C=CCN1C(=O)[C@@H](CC(=O)NCc2cccc(C(F)(F)F)c2)[C@]2(C(=O)OC)CCCCC=C12	-0.3	0	3	nt	4	-7	-2	-0.4	nt	-2.6	-0.8
